M1 PAM = human CHRM1 positive allosteric modulation; P11229; CHO-K1 hM1, Fluo-8 calcium fluorescence, ACh EC20; 0% = ACh EC20, 100% = maximal ACh; activation, % at 3 µM; hit rate 0.088% among 360,000; in the data active means activation above about 19%, passing the limit was not always enough
Target sequence (P11229 whole entry, looked up): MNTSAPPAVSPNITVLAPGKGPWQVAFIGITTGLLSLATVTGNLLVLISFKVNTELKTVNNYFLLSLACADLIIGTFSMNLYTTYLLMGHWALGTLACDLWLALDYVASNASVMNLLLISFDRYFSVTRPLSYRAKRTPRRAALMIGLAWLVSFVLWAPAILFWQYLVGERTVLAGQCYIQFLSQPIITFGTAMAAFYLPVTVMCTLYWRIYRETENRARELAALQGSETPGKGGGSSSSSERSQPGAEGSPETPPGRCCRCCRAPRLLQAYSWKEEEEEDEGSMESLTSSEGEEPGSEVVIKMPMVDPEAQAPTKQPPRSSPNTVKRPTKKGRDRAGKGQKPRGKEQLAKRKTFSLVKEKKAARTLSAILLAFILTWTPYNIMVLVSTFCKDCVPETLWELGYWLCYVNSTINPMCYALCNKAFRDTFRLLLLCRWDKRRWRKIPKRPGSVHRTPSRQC
M1 antag = blocks human M1 muscarinic receptor; P11229; CHO-K1 hM1, Fluo-8 calcium fluorescence, ACh EC80 antagonist; inhibition, % at 3 µM; hit rate 1.3% among 360,000; AID 588852;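 active means percent inhibition above its own plate's cutoff, namely the mean of that plate's compound wells plus 3 SD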;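 further: peak over basal fluorescence ratio during 140 s after agonist addition; 0% = ACh EC80 plus DMSO and 100% = DMSO alone without agonist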
CHRM4 agonist = CHRM4 agonism in calcium assay | AID 624127 | hit rate 0.14% among 360,000 | activation, % at 3 µM | P08173 | CHO-K1 hM4/Gqi5, Fluo-8 calcium fluorescence; vehicle 0%, full acetylcholine response 100%;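 active means activation above the run mean over all test wells plus 3 SD, cut at about 32% in these data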;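 further: peak over basal fluorescence ratio per well then scaled between controls; 0% = DMSO wells and 100% = acetylcholine at EC100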
Target sequence (P08173 whole entry, looked up): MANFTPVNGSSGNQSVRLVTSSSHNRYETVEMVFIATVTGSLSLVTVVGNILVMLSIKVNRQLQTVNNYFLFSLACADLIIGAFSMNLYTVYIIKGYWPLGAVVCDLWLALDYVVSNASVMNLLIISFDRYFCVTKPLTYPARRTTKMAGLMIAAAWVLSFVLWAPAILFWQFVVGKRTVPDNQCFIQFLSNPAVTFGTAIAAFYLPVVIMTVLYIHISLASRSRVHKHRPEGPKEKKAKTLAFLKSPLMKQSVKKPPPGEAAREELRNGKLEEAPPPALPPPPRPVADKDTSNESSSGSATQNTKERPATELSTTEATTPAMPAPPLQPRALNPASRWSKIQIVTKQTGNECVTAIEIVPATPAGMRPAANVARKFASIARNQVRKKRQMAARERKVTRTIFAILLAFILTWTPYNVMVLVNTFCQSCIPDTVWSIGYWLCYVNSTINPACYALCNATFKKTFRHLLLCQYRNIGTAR
TAAR1 agonist = agonists of human TAAR1. CHO RD-HGA16 TAAR1, Fluo-8 calcium fluorescence; vehicle wells 0%, saturating PEA agonist 100%. activation, % at 3 µM. hit rate 0.99% among 360,000;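 active means activation above the mean activation of all test compounds in the run plus 3 SD, cut at about 38% in these data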
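Test system: RD-HGA16 (CHO) cells co-expressing Gα16 and hTAAR1 / Benchmarks: DMSO vehicle as 0%, PEA at EC100 as 100% / Repeats: no replicates (n 1) / Measure: % activation from peak over basal fluorescence ratio, DMSO-to-PEA scaled / Timing: 17-24 h plating, Fluo-8 75 min 37 °C, 30 min RT / Technique: kinetic Fluo-8 calcium fluorescence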
CHRM5 antagonist = CHRM5 antagonism in calcium assay; P08912; CHO-hM5 cells, Fluo-8 calcium fluorescence, ACh EC80; inhibition, % at 3 µM; hit rate 0.59% among 360,000; AID 624040;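 active means inhibition above a per-plate cutoff, the mean of that plate's test compounds plus 3 SD, cut at about 27% in these data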;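 further: 0% = acetylcholine EC80 with DMSO and 100% = DMSO without agonist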
M4 antag = blocks acetylcholine activation of human M4 receptor. inhibition, % at 3 µM. CHO-hM4 cells, ACh EC80, Fluo-8 calcium fluorescence. hit rate 0.73% among 360,000. P08173;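 active means inhibition above its plate's cutoff, the mean inhibition of sample wells plus 3 SD, cut at about 27% in these data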;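 further: 0% = acetylcholine EC80 with DMSO and 100% = DMSO without agonist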
M5 PAM = positive allosteric modulators of human muscarinic M5 receptor. CHO-K1 hM5, Fluo-8 calcium, ACh EC20 PAM; 0% = ACh EC20, 100% = ACh EC100. activation, % at 3 µM. hit rate 0.3% among 360,000;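 active means activation above the run cutoff, the mean activation of all test compounds plus 3 SD, cut at about 18% in these data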
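system = human M5 receptor in CHO-K1 cells | reagent = EC20 acetylcholine as agonist stimulus | compound dosing = single-point, 3 µM nominal | incubation = Fluo-8 loading 80 min at 37 °C plus 30 min room temperature | detection = Fluo-8 calcium dye fluorescence, kinetic read | benchmarks = low control EC20 acetylcholine (0%), high control EC100 acetylcholine (100%)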
M5 ag = agonists of human muscarinic M5 receptor (CHRM5). P08912. CHO-K1 hM5 cells, Fluo-8 calcium fluorescence; 0% DMSO wells, 100% maximal acetylcholine response. activation, % at 3 µM. hit rate 0.19% among 360,000. AID 624037;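 active means activation above the run's mean over test compounds plus 3 SD, cut at about 23% in these data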;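 further: signal is peak over basal fluorescence ratio across the kinetic read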
M1 ag = agonists of human M1 muscarinic receptor; P11229; CHO-K1 hM1, Fluo-8 calcium fluorescence, agonist mode; 0% DMSO, 100% acetylcholine EC100; activation, % at 3 µM; hit rate 0.33% among 360,000; AID 588814;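 active means activation above the run's mean compound activation plus 3 SD, cut at about 16% in these data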;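 further: peak over basal fluorescence ratio within a 140 s kinetic read after compound addition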
An asterisk follows results filed as active; · = not tested or not shown. These rows are one share of the data (hit frequency here may not be typical).

M1 PAM,M1 antag,CHRM4 agonist,TAAR1 agonist,CHRM5 antagonist,M4 antag,M5 PAM,M5 ag,M1 ag,smiles
8.0,-7.8,0.1,1.8,4.4,5.0,-3.5,-5.6,-7.0,Cc1oc2c(cc(NS(=O)(=O)c3ccc(C(C)C)cc3)c3ccccc32)c1C(=O)O
-9.0,30.9*,1.0,6.4,-2.1,-6.4,-1.9,-1.4,0.2,COc1ccc(C2=NOC(Cn3c(Cc4ccc(Cl)cc4)nc4c3c(=O)n(C)c(=O)n4C)C2)cc1 (centres undefined)
-3.6,13.2,15.7,6.0,8.1,-7.7,-19.7,9.8,-2.9,Cc1cc(CNC(=O)COc2cc(F)ccc2[N+](=O)[O-])c2ccccc2n1
-2.7,14.3,2.0,10.8,1.7,0.5,0.3,1.3,-1.3,CC(=O)Nc1cccc(-c2ccnc3c2CC(C)(C(=O)Nc2ccc(Cl)c(C(F)(F)F)c2)O3)c1 (centres undefined)
7.0,-9.6,0.9,4.0,8.7,-5.5,3.5,5.1,3.6,CNc1nc(N)c([N+](=O)[O-])c(NCC2CCCO2)n1 (centres undefined)
7.2,-37.6,0.8,-0.4,3.4,5.0,1.9,-2.5,1.2,COc1ccc(CC(=O)Nc2ccc(/C(C)=N/NC(=O)c3cccc([N+](=O)[O-])c3)cc2)cc1
5.6,-6.1,4.2,1.8,6.9,-6.1,-6.4,0.5,0.3,O=C(Nc1ccccc1N1CCOCC1)C1=NN(c2ccccc2)C(=O)CC1
-9.9,18.2,3.1,7.7,16.5,10.9,-10.6,-1.0,-4.7,COc1ccc(/C=C(/C(=O)Nc2ccccc2C(=O)NC(C)C)c2ccccc2)cc1
-1.1,-13.1,-1.2,8.4,5.2,1.1,-0.5,-3.0,-3.4,Cc1ccccc1OCc1nc(-c2ccccc2)no1
4.1,1.8,0.5,-0.9,-10.7,-3.3,1.2,0.2,-1.3,CC1CCCN(C2(O)C(=O)Nc3ccc(Cl)cc32)C1 (centres undefined)
-3.4,-1.2,0.4,0.7,3.8,4.4,-4.7,-5.7,-12.7,S=c1[nH]cc(-c2ccccc2)n1-c1ccccc1Cl
6.7,-6.5,0.2,-3.0,0.1,-19.1,5.2,-5.6,-1.2,Cc1ccc(OCCCC(=O)NC2CCCCC2)cc1
8.2,-7.7,0.0,0.6,-2.2,1.1,2.2,1.5,-3.2,O=S1(=O)C=CC(c2ccccc2)C1 (centres undefined)
4.0,-2.8,0.9,1.4,-5.6,-12.2,2.0,2.7,-2.4,CCOC(=O)N1CCN(CCC(=O)Nc2cc(OC)cc(OC)c2)CC1
2.7,0.9,1.4,0.1,5.1,-4.5,-3.1,0.8,-5.3,O=C(CNC(=S)N(Cc1ccccc1)Cc1cccnc1)N1CCOCC1
10.4,-13.0,3.0,3.2,2.0,-12.8,-4.1,3.2,7.8,O=C(Nc1ccccc1)C1Cc2c(-c3ccco3)ccnc2O1 (centres undefined)
-6.0,22.9,18.5,40.6*,23.3,3.8,-8.8,13.2,22.6*,COc1cc(/C=C(\C#N)C(=O)c2c[nH]c3ccccc23)cc(OC)c1O
6.8,5.9,6.1,3.5,5.1,2.0,-3.2,3.5,-3.6,COc1ccc(C(=O)C2CCCN(C(=O)COc3ccc(C(C)=O)cc3)C2)cc1F (centres undefined)
10.4,-17.1,0.2,2.9,0.4,-3.4,-0.8,0.7,-0.9,O=C(Cn1cnc2c(OCc3ccccc3)ncnc21)NCCCN1CCCC1=O
-4.6,-4.6,1.8,6.3,-4.3,10.4,0.9,-3.1,-8.1,CN1CCc2nc(SCCOc3ccccc3)c(C#N)cc2C1
·,·,1.5,0.1,-2.2,-14.5,-0.8,3.3,·,CCOC(=O)[C@]12CCC=C1N(Cc1ccc(Cl)cc1Cl)C(=O)[C@H](CC(=O)NCc1cccc(C(F)(F)F)c1)C2
1.5,-1.9,2.6,-1.7,-0.5,-6.8,-1.8,4.7,-1.3,Cc1cccc(OC(C)C(=O)Nc2ccccc2C(=O)N2CCCCC2)c1 (centres undefined)
6.0,-1.4,1.0,5.2,8.8,6.3,-12.0,1.0,-2.5,O=C(CN1C(=O)NC2(CCCCCCC2)C1=O)Nc1cccc(Br)c1
-6.2,7.8,2.2,2.0,9.4,9.6,-2.6,2.2,-0.1,CN(C)CC1CCC/C(=C\c2ccc(OC(=O)c3ccc(Cl)cc3)cc2)C1=O (centres undefined)
3.2,-6.8,-0.4,3.6,0.8,4.5,0.0,1.6,-2.2,CC(C)(C)c1nc(SCC(=O)Nc2ccc(N3CCOCC3)cc2)c2ccccc2n1
15.6,3.6,-0.5,21.0,-5.0,13.2,5.1,-0.1,-1.1,Cc1ccc(-c2ccc(/C=C3\C(=O)ON=C3c3ccccc3)o2)c([N+](=O)[O-])c1
3.5,-12.2,0.7,1.3,3.1,-6.6,3.2,2.6,-2.0,CC(=O)c1sc2c(c1OC(=O)c1ccc(Cl)cc1)c(=O)n(-c1ccccc1)c(=S)n2-c1ccccc1
4.1,-3.5,3.5,1.0,15.0,-3.8,-8.9,-2.3,-1.2,CC(=O)N1c2ccc(S(=O)(=O)N(C)CC(=O)NC(C)c3ccccc3)cc2CC1C (centres undefined)
-28.2,16.9,2.4,0.7,2.0,9.3,-3.6,-2.8,-13.3,Cc1ccccc1OCC(=O)NC(=S)Nc1ccc(N2CCCC2)cc1
8.2,-11.2,0.5,10.2,-2.8,2.0,5.8,-4.8,-5.8,CCN(CC)C1=CC(=O)OC12CCCCC2

Entries from the list above with a cyano group, in the order listed:
M1 PAM,M1 antag,CHRM4 agonist,TAAR1 agonist,CHRM5 antagonist,M4 antag,M5 PAM,M5 ag,M1 ag,smiles
-6.0,22.9,18.5,40.6*,23.3,3.8,-8.8,13.2,22.6*,COc1cc(/C=C(\C#N)C(=O)c2c[nH]c3ccccc23)cc(OC)c1O
-4.6,-4.6,1.8,6.3,-4.3,10.4,0.9,-3.1,-8.1,CN1CCc2nc(SCCOc3ccccc3)c(C#N)cc2C1

Continued:
M1 PAM,M1 antag,CHRM4 agonist,TAAR1 agonist,CHRM5 antagonist,M4 antag,M5 PAM,M5 ag,M1 ag,smiles
-1.3,6.2,1.1,-0.1,6.7,1.1,7.2,2.6,-1.8,CCOc1ccc(NC(=O)NC(=O)N(C(C)C)S(C)(=O)=O)cc1
10.6,-13.1,1.3,2.5,-2.8,-10.7,2.5,-2.8,-2.6,CC1C2CC(C(S(=O)(=O)N3CCOCC3)C2=O)C1(C)C (centres undefined)
1.6,0.0,1.5,-2.2,-0.4,-2.0,-8.2,-2.7,-9.8,Cc1cccc(-c2cc3nc4c(c(N5CCCC(O)C5)n3n2)CCC4)c1 (centres undefined)
4.9,-4.3,0.9,11.9,-5.1,-1.4,15.9,-3.3,-3.1,COc1cc2c(cc1NC(=O)CSCC(=O)O)oc1ccccc12
6.3,-4.2,0.2,57.4*,-3.6,10.5,2.9,-3.3,-5.5,CCCCc1ccc(NC(=O)C2CCN(S(C)(=O)=O)CC2)cc1
-1.3,12.2,-2.5,2.2,10.0,-12.3,-7.6,-7.6,-4.3,Cc1ccc(NC(=S)NCCc2ccccc2)nc1
-4.4,2.5,-3.0,-2.0,-10.7,-12.8,-8.2,-3.0,-7.1,Cc1cc(C)c2c(c1)OC(=O)CC2c1ccccc1C (centres undefined)
-8.9,7.4,1.7,1.8,6.0,1.1,-11.9,0.7,-5.5,c1cncc(-c2ccc3ncnc(NCc4cccs4)c3c2)c1
0.2,4.9,0.8,1.0,0.5,3.5,2.6,3.6,-4.1,O=C(CN1CCc2ccccc2C1)Nc1ccc(F)cc1
1.7,-4.0,1.0,1.9,1.8,6.2,-3.3,1.1,-0.9,O=C1CSC(=S)N1N=Cc1c(F)cccc1Cl
19.9,-22.5,8.2,0.0,-1.8,-14.8,-1.7,1.5,2.4,COc1cc(CCC(=O)OCC(=O)Nc2ccc(Br)cc2F)cc(OC)c1OC
6.1,-14.9,0.2,-0.1,-0.9,-4.3,0.8,-1.1,-2.1,CCOc1ccccc1NC(=O)COC(=O)c1cc[n+]([O-])cc1
3.3,-2.4,2.3,1.7,-14.5,3.1,7.1,-0.9,-0.3,O=C(NCc1ccc(Cl)s1)C1CCC(=O)N(CCc2cccc(F)c2)C1 (centres undefined)
6.2,-14.8,-2.5,-1.0,-12.2,-20.6,-4.9,-2.6,-8.4,Cc1cccc(CN(Nc2ccccc2)c2ccccc2)n1
-2.2,-1.3,1.9,1.9,8.5,2.1,-1.8,-7.9,-5.8,COc1ccc(OC)c(/C=C/C(=O)N2CCCc3ccccc32)c1
-2.2,-4.4,-2.3,3.6,12.2,-7.3,-10.1,-3.3,-7.5,CCN(CC)C(=O)Oc1ccc(Br)c2ccccc12
-3.7,3.5,0.7,59.0*,1.3,-0.4,0.6,-5.9,-7.0,CN1Cc2cccc3c2C(Cc2ccccc2S3)C1 (centres undefined)
0.7,-7.8,3.0,10.4,-5.8,-1.7,-3.1,4.0,-1.7,CCc1nc(OCc2ccco2)c2sc3nc4c(cc3c2n1)COC(C)(C)C4
-2.7,13.6,2.5,0.6,13.6,1.4,-5.5,1.5,-1.9,Cc1cc(NC(=S)Nc2cccc3ccccc23)n[nH]1
-0.8,6.3,0.1,-0.3,7.6,2.3,-1.3,0.6,-3.1,Cc1cc(OCC(=O)NC2CC2)c2c(C)c(C)c(=O)oc2c1
6.0,-8.1,0.5,0.1,-11.8,-8.1,11.2,-2.7,-7.8,Cc1occc1C(=O)N/N=C/c1ccccn1
3.8,-6.9,2.2,0.7,-10.1,-3.9,6.2,-1.7,-3.9,Cc1c(OC(C)C(=O)NCCCN2CCOCC2)ccc2c3c(c(=O)oc12)CCCC3 (centres undefined)
6.7,-4.8,0.1,18.6,-2.5,9.5,5.1,-0.2,-4.2,N/C(=N\OC(=O)CCC1CCCCC1)c1ccc([N+](=O)[O-])cc1
9.4,-10.7,0.4,8.3,-5.3,-9.5,16.3,-4.8,-5.5,Cc1cc([N+](=O)[O-])cnc1Sc1nccn1C
-5.3,5.2,5.8,0.9,2.9,9.8,-0.1,1.1,-4.9,COc1ccc(-c2nnc(Nc3nc4c(OC)cccc4s3)o2)c(OC)c1
6.8,0.7,-1.1,1.7,6.5,-9.5,-4.0,-3.3,1.7,C/C(=N/NC(=O)c1ccc(Br)s1)c1cccnc1
-7.9,10.8,1.5,0.5,-2.2,-4.3,4.6,0.2,-11.2,COCCn1c(=O)[nH]c2cc(C(=O)N3CCN(c4cccc(C(F)(F)F)c4)CC3)ccc2c1=O
6.3,-13.0,1.4,7.1,-0.8,-13.7,-8.8,-0.7,-4.6,COCCNc1nc(Oc2ccccc2)c2sccc2n1

High-throughput results (PubChem BioAssay)
